TIM10 inh = growth inhibitors of isogenic TIM10 control yeast, primary screen, counter-screen for tim10-1 yeast inhibitor project, luminescence, uHTS; inhibition, % at 10 µM; AID 463195, 2010; S. cerevisiae TIM10 strain growth, BacTiter-Glo luminescence, 24 h; hit rate 1.4% among 330,000;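 active = inhibition of 40% or more at the single tested concentration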;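 note: wild-type TIM10 isogenic control strain grown at permissive 25 °C; 0% = DMSO yeast wells and 100% = minimal medium wells without yeast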
MPTP block = mitochondrial permeability transition pore inhibitors, primary screen, biochemical, isolated mouse mitochondria, absorbance | Ca2+ swelling absorbance, 30 min | inhibition, % at 10 µM | hit rate 1.4% among 360,000;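 active = inhibition of 50% or more, scaled per plate between neutral and stimulator controls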;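 note: 0% = DMSO wells given calcium and 100% = 1 mM EGTA wells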
APJ antagonist = antagonists of human apelin receptor APJ, primary screen, CHO-K1 cells, beta-arrestin complementation, luminescence; inhibition, % at 20 µM; hit rate 0.32% among 330,000; AID 2521, 2010;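 active = inhibition above about 40% at 20 µM, limit read from the data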;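 note: cells challenged with 10 nM apelin-13 agonist together with compound; plate controls were apelin-13 plus DMSO wells for no effect and DMSO wells lacking apelin-13 for full effect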
Target sequence (P35414 whole entry, looked up): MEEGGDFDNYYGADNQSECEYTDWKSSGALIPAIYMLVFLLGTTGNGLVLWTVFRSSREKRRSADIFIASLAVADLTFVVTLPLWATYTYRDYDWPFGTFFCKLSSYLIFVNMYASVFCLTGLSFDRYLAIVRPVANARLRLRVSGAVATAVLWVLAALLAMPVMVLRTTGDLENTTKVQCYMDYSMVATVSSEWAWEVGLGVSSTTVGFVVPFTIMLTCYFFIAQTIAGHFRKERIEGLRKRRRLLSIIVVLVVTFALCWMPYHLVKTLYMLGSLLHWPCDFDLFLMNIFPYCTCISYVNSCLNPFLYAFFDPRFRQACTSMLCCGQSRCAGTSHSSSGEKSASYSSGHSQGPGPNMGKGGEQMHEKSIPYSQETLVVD
APJ ag = agonists of human apelin receptor APJ, primary screen, CHO-K1 cells, PathHunter beta-arrestin, luminescence; hit rate 0.11% among 330,000; 0% DMSO wells, 100% apelin; activation, % at 20 µM;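 active = activation more than six SD over the plate average, tested at 20 µM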;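 note: 0% = DMSO alone and 100% = apelin-13 at 10 nM; some results filed as inactive read as strong as hits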
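Material: CHO-K1 APJ beta-arrestin complementation cell line; Input: cell density 1000 per well; Incubation: compound stimulation 90 min at 25 °C, detection 60 min; Signal: luminescence from split beta-galactosidase complementation, Galacton Star/Emerald II substrate; Controls: DMSO-only wells as negative, 10 nM Apelin-13 as positive control.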
beta cell repl = inducers of MIN6 beta-cell proliferation, primary screen, ATP luminescence, uHTS; MIN6 cells proliferation, ATPlite luminescence, 48 h; cells starved in 0.2% serum; 100% = growth in 10% serum; proliferation, % at 10 µM; hit rate 0.29% among 330,000; AID 2380, 2010;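 active = compounds whose signal lies at least 3.5 SD above the mean of all wells on their plate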;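 note: 0% = DMSO-treated cells in low-serum medium and 100% = 10% serum control; some compounds called inactive have numbers as strong as hits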
tim23-1 inh = growth inhibitors of tim23-1 mutant yeast, primary screen, luminescence, uHTS; S. cerevisiae tim23-1 growth, BacTiter-Glo luminescence, 24 h; inhibition, % at 20 µM; hit rate 1.3% among 330,000;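 active = growth inhibition of the mutant yeast at or above 50%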;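 note: temperature-sensitive mutant grown at 25 °C; plate controls were DMSO-treated mutant yeast for no effect and medium wells lacking yeast for full effect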
NLRP3 yeast inh = NALP3 inflammasome inhibitors in reconstituted yeast, primary screen, luminescence, uHTS; AID 2825, 2010; Yeast reconstituted NLRP3/ASC/caspase-1, beta-gal luminescence, 24 h; hit rate 0.39% among 330,000; inhibition, % at 10 µM;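 active = inhibition of 50% or more; inactive = inhibition below 50%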;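 note: plate controls were induced DMSO wells for no effect and uninduced yeast grown without galactose for full effect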
tim10-1 inh = growth inhibitors of tim10-1 mutant yeast, primary screen, luminescence, uHTS | hit rate 2.2% among 330,000 | AID 463190, 2010 | inhibition, % at 20 µM | S. cerevisiae tim10-1 ts strain growth, BacTiter-Glo, 24 h;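 active = inhibition of at least 40%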;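 note: mutant grown at 25 °C; 0% = DMSO wells with yeast and 100% = wells holding no yeast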
GRIN3A LBD mod = binders of NR3A ligand-binding domain, primary screen, biophysical, differential scanning fluorimetry, uHTS | Glutamate receptor ionotropic, NMDA 3A (GRIN3A) ligand-binding domain | NR3A LBD differential scanning fluorimetry, Tm shift; 0% = protein alone, 100% = glycine-bound protein | Tm shift relative to glycine control, % at 25 µM | hit rate 2.5% among 340,000;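 active = melting temperature shift of at least 10% of the positive control shift, at one fixed dose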
Active calls of the source: *.

Results for Cc1ccc(-n2c(C)nnc2SCC(=O)NNC(=O)c2ccco2)cc1 ?
TIM10 inh: -7; MPTP block: -0.2; APJ antagonist: -9; APJ ag: -1; beta cell repl: 1; tim23-1 inh: 7; NLRP3 yeast inh: 7; tim10-1 inh: 2; GRIN3A LBD mod: 1

How did C=CCC1(O)C(=O)N2C(=C1C(=O)N1CCOCC1)c1ccccc1CC2(C)C (centres undefined) do in these assays?
TIM10 inh: -7; MPTP block: -0.8; APJ antagonist: -12; APJ ag: -3; beta cell repl: -1; tim23-1 inh: 1; NLRP3 yeast inh: -14; tim10-1 inh: 18; GRIN3A LBD mod: 0

How did Cc1ccccc1OCCOC(=O)c1cc(S(=O)(=O)N2CCCCC2)ccc1N1CCOCC1 do in these assays?
TIM10 inh: 10; MPTP block: -1.8; APJ antagonist: -2; APJ ag: -1; beta cell repl: -7; tim23-1 inh: 14; NLRP3 yeast inh: 3; tim10-1 inh: 5; GRIN3A LBD mod: 2

Results for CCOc1ccc2[nH]c(=O)c(CN(Cc3ccccc3)C(=O)N3CCCC3)cc2c1 ?
TIM10 inh: 5; MPTP block: 0.3; APJ antagonist: 4; APJ ag: -7; beta cell repl: 3; tim23-1 inh: -6; NLRP3 yeast inh: -6; tim10-1 inh: 3; GRIN3A LBD mod: -1

How did Cc1ccc(SC2=C(C(=O)O)CCCC2)cc1 do in these assays?
TIM10 inh: -13; MPTP block: 0.4; APJ antagonist: 20; APJ ag: -3; beta cell repl: -2; tim23-1 inh: 6; NLRP3 yeast inh: 22; tim10-1 inh: 9; GRIN3A LBD mod: 1

Results for CC(C)=CCN1CCN(Cc2c(C)nn(C)c2Cl)CC1CCO (centres undefined) ?
TIM10 inh: -7; MPTP block: 0.8; APJ antagonist: 17; APJ ag: -1; beta cell repl: 1; tim23-1 inh: 8; NLRP3 yeast inh: 3; tim10-1 inh: -3; GRIN3A LBD mod: 0

Results for O=C(N/N=C/c1ccncc1)c1cccc(N/N=C/c2ccncc2)c1 ?
TIM10 inh: 9; MPTP block: -0.9; APJ antagonist: -33; APJ ag: 11; beta cell repl: 2; tim23-1 inh: -25; NLRP3 yeast inh: -14; tim10-1 inh: -3; GRIN3A LBD mod: 9

What do the screens show for `CN(C)c1cc[n+](CC(=O)Nc2ccc([N+](=O)[O-])cc2Cl)cc1`?
TIM10 inh: 16; MPTP block: 0.1; APJ antagonist: -22; APJ ag: -3; beta cell repl: -2; tim23-1 inh: 24; NLRP3 yeast inh: 20; tim10-1 inh: 26; GRIN3A LBD mod: 1

How did C=CCn1c(CCNC(=O)c2ccccc2F)nnc1SCC(=O)Nc1nc2ccccc2s1 do in these assays?
TIM10 inh: 16; MPTP block: -2.0; APJ antagonist: -25; APJ ag: 1; beta cell repl: -1; tim23-1 inh: 22; NLRP3 yeast inh: 19; tim10-1 inh: 3; GRIN3A LBD mod: 0

What do the screens show for `COc1ccccc1NC(=O)C1=C(C)Nc2ncnn2C1c1ccc(C)o1` (centres undefined)?
TIM10 inh: 4; MPTP block: -1.1; APJ antagonist: 13; APJ ag: -1; beta cell repl: -1; tim23-1 inh: 2; NLRP3 yeast inh: 0; tim10-1 inh: -5; GRIN3A LBD mod: 0

What do the screens show for `N#C/C(=C(/O)Cc1ccccc1)P(=O)(c1ccccc1)c1ccccc1`?
TIM10 inh: 8; MPTP block: 2.4; APJ antagonist: -3; APJ ag: -2; beta cell repl: 1; tim23-1 inh: 9; NLRP3 yeast inh: 9; tim10-1 inh: 14; GRIN3A LBD mod: 0

Results for COCCC1CCCCN1C(=O)c1ccc(OC2CCN(C(C)=O)CC2)c(OC)c1 (centres undefined) ?
TIM10 inh: -7; MPTP block: -1.3; APJ antagonist: 7; APJ ag: 4; beta cell repl: 0; tim23-1 inh: -12; NLRP3 yeast inh: 15; tim10-1 inh: 6; GRIN3A LBD mod: 1

Results for Cc1ccc(SCCc2ccc(C)nc2)cc1 ?
TIM10 inh: -3; MPTP block: -0.8; APJ antagonist: 11; APJ ag: -1; beta cell repl: -1; tim23-1 inh: 10; NLRP3 yeast inh: 22; tim10-1 inh: 11; GRIN3A LBD mod: -1

What do the screens show for `O=C(Nn1c(-c2ccncc2)nc2ccccc2c1=O)c1ccc([N+](=O)[O-])cc1Cl`?
TIM10 inh: -7; MPTP block: 0.9; APJ antagonist: -25; APJ ag: 0; beta cell repl: -2; tim23-1 inh: 16; NLRP3 yeast inh: -1; tim10-1 inh: -6; GRIN3A LBD mod: 0

How did CCOc1ccc(NC(=O)CCNc2c(N3CCCC3)c(=O)c2=O)cc1 do in these assays?
TIM10 inh: -4; MPTP block: -1.5; APJ antagonist: 11; APJ ag: 0; beta cell repl: -1; tim23-1 inh: 4; NLRP3 yeast inh: 18; tim10-1 inh: -13; GRIN3A LBD mod: -2

Results for CCN(CC)S(=O)(=O)c1cccc(C(=O)NCC(=O)OCC(=O)NCc2ccccc2)c1 ?
TIM10 inh: 2; MPTP block: 0.0; APJ antagonist: 6; APJ ag: -2; beta cell repl: 1; tim23-1 inh: 0; NLRP3 yeast inh: 8; tim10-1 inh: 18; GRIN3A LBD mod: -1

Results for CCCNC(=S)NC1CC2CCCC(C1)N2CC(C)C (centres undefined) ?
TIM10 inh: -10; MPTP block: -0.3; APJ antagonist: 11; APJ ag: -6; beta cell repl: -1; tim23-1 inh: 5; NLRP3 yeast inh: 0; tim10-1 inh: -8; GRIN3A LBD mod: 0

Results for NC(=O)c1c(N)sc2c1CCCCC2 ?
TIM10 inh: 13; MPTP block: -0.4; APJ antagonist: -5; APJ ag: -3; beta cell repl: -1; tim23-1 inh: 7; NLRP3 yeast inh: 10; tim10-1 inh: 4; GRIN3A LBD mod: 3

What do the screens show for `Cc1ccc2c(Cl)cc(Cl)c(OCC(=O)N3CCOCC3)c2n1`?
TIM10 inh: 8; MPTP block: -1.6; APJ antagonist: 12; APJ ag: -5; beta cell repl: 0; tim23-1 inh: 21; NLRP3 yeast inh: 9; tim10-1 inh: 13; GRIN3A LBD mod: 2

How did Cc1cc(C(=O)NCc2nc(-c3ccccc3)no2)ccc1[N+](=O)[O-] do in these assays?
TIM10 inh: 4; MPTP block: 9.0; APJ antagonist: -3; APJ ag: 5; beta cell repl: -7; tim23-1 inh: 24; NLRP3 yeast inh: 23; tim10-1 inh: 9; GRIN3A LBD mod: -1

Brought forward from above: 3 entries; new compounds follow.
Results for NC(=O)c1c(N)sc2c1CCCCC2 ?
TIM10 inh: 13; MPTP block: -0.4; APJ antagonist: -5; APJ ag: -3; beta cell repl: -1; tim23-1 inh: 7; NLRP3 yeast inh: 10; tim10-1 inh: 4; GRIN3A LBD mod: 3

What do the screens show for `Cc1ccc2c(Cl)cc(Cl)c(OCC(=O)N3CCOCC3)c2n1`?
TIM10 inh: 8; MPTP block: -1.6; APJ antagonist: 12; APJ ag: -5; beta cell repl: 0; tim23-1 inh: 21; NLRP3 yeast inh: 9; tim10-1 inh: 13; GRIN3A LBD mod: 2

How did Cc1cc(C(=O)NCc2nc(-c3ccccc3)no2)ccc1[N+](=O)[O-] do in these assays?
TIM10 inh: 4; MPTP block: 9.0; APJ antagonist: -3; APJ ag: 5; beta cell repl: -7; tim23-1 inh: 24; NLRP3 yeast inh: 23; tim10-1 inh: 9; GRIN3A LBD mod: -1

How did COc1ccc(NC(=O)CSc2ccc(-c3sc(C)nc3C)nn2)cc1 do in these assays?
TIM10 inh: 9; MPTP block: -0.1; APJ antagonist: -15; APJ ag: 2; beta cell repl: -4; tim23-1 inh: 9; NLRP3 yeast inh: 6; tim10-1 inh: 7; GRIN3A LBD mod: 2

What do the screens show for `CCOC1(OCC)N=C(N)C2(C#N)C(c3cccc(OC)c3OC)C12C#N` (centres undefined)?
TIM10 inh: -1; MPTP block: -5.6; APJ antagonist: 29; APJ ag: -2; beta cell repl: -2; tim23-1 inh: 7; NLRP3 yeast inh: 6; tim10-1 inh: 2; GRIN3A LBD mod: 0

What do the screens show for `Cc1cccc(-n2ncc3c(NC(C)C)ncnc32)c1`?
TIM10 inh: -10; MPTP block: -1.0; APJ antagonist: -29; APJ ag: -1; beta cell repl: -2; tim23-1 inh: 28; NLRP3 yeast inh: 47; tim10-1 inh: -35; GRIN3A LBD mod: 0

What do the screens show for `O=c1[nH]ncc(NCc2ccc(Cl)cc2)c1Cl`?
TIM10 inh: 10; MPTP block: -0.5; APJ antagonist: -1; APJ ag: 1; beta cell repl: 2; tim23-1 inh: 7; NLRP3 yeast inh: 12; tim10-1 inh: -2; GRIN3A LBD mod: -2

How did O=[N+]([O-])c1cc(S(=O)(=O)CCCN2CCOCC2)ccc1F do in these assays?
TIM10 inh: 3; MPTP block: 0.7; APJ antagonist: -25; APJ ag: 1; beta cell repl: -6; tim23-1 inh: 16; NLRP3 yeast inh: 3; tim10-1 inh: 8; GRIN3A LBD mod: -1

What do the screens show for `O=C(c1cnc(Cl)c(Cl)c1)N1CCN(S(=O)(=O)c2ccc(F)cc2)CC1`?
TIM10 inh: -9; MPTP block: 2.4; APJ antagonist: -2; APJ ag: 0; beta cell repl: -1; tim23-1 inh: 14; NLRP3 yeast inh: 1; tim10-1 inh: 3; GRIN3A LBD mod: -3

Results for O=C(Nc1ccccc1)NC1(C(=O)N2CCC(O)CC2)CCCCC1 ?
TIM10 inh: -16; MPTP block: 0.6; APJ antagonist: -25; APJ ag: 0; beta cell repl: 0; tim23-1 inh: 2; NLRP3 yeast inh: 9; tim10-1 inh: -4; GRIN3A LBD mod: 1

Results for COc1ccccc1-n1c(=O)c2c3c(sc2n2c(=S)[nH]nc12)CCC3 ?
TIM10 inh: 6; MPTP block: -0.5; APJ antagonist: 9; APJ ag: -4; beta cell repl: 1; tim23-1 inh: 0; NLRP3 yeast inh: 7; tim10-1 inh: 11; GRIN3A LBD mod: 1

What do the screens show for `O=C(O)CC(NC(=O)c1cccc([N+](=O)[O-])c1)c1ccc2c(c1)OCO2` (centres undefined)?
TIM10 inh: 6; MPTP block: -1.5; APJ antagonist: 15; APJ ag: -2; beta cell repl: -3; tim23-1 inh: 10; NLRP3 yeast inh: 12; tim10-1 inh: 0; GRIN3A LBD mod: -1

How did COc1cc(C(=O)CSc2nccn2C)cc(OC)c1OC do in these assays?
TIM10 inh: -1; MPTP block: 0.6; APJ antagonist: 7; APJ ag: -1; beta cell repl: -3; tim23-1 inh: -5; NLRP3 yeast inh: 3; tim10-1 inh: -13; GRIN3A LBD mod: -1

How did Cc1c(C(=O)NCCN2C(=O)S/C(=C\c3cccnc3)C2=O)cccc1[N+](=O)[O-] do in these assays?
TIM10 inh: -8; MPTP block: 0.8; APJ antagonist: 1; APJ ag: 8; beta cell repl: -1; tim23-1 inh: 31; NLRP3 yeast inh: 13; tim10-1 inh: 22; GRIN3A LBD mod: 0
